# Large T inhibition – SV40 large T antigen inhibitors, biochemical (AID 1903); actives 0.39% (n = 310,000); inhibition, % at 20 µM, or IC50 in µM where a hit was titrated; SV40 large T antigen ATPase/helicase inhibition assay; higher % means a stronger effect; in the data active means a potency from the dose series; inconclusive means inhibition mostly from about 32% at the one dose, without a potency; inactive means the rest, 99 in 100 with inhibition below about 32%; further: strong numbers were not always called active
# HIV fusion peptide – inhibitors of HIV fusion peptide binding, primary screen, biochemical, uHTS, fluorescence dequenching (AID 1986). cell-free peptide binding, fluorescence dequenching, 30 min; higher % means a stronger effect. actives 0.3% (n = 290,000). inhibition, % at 20 µM, or IC50 in µM where a hit was titrated; in the data active means inhibition mostly above about 52%, no sharp cut-off; inactive means mostly below about 76%; further: some results filed as inactive read as strong as hits
# GPR55 LPI antagonism – GPR55 antagonists blocking LPI-driven arrestin recruitment, primary screen, imaging, U2OS, beta-arrestin-GFP, LPI agonist (AID 2013); actives 0.13% (n = 290,000); U2OS GPR55 beta-arrestin-GFP translocation imaging, LPI antagonism; higher % means a stronger effect; inhibition, % at 10 µM; hits with a dose series show IC50 in µM; G-protein coupled receptor 55 (Homo sapiens);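 active means spots per cell inhibited over 60%, with over 100 cells counted and total cytoplasm intensity under 500,000; inconclusive means wells with under 100 cells, flagged as likely toxic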;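 further: U2OS cells stably carrying GPR55 and arrestin-GFP stimulated by 5 µM LPI near EC80; imaged beta-arrestin-GFP aggregate spots per cell after agonist stimulation; plate controls were LPI-stimulated DMSO wells for no effect and DMSO wells without LPI for full effect; some results filed as inactive read as strong as hits; confirmed hits need IC50 under 10 µM and bright autofluorescent wells are also inconclusive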
# UTI89 phage lysis – inhibition of K1F phage lysis, E. coli UTI89, bacterial capsule biogenesis inhibitors, alamar blue (AID 488966) | E. coli UTI89 K1F phage lysis, alamar blue, 2 h; higher % means a stronger effect | one-dose inhibition, % at 100 µM; IC50 in µM for titrated hits | actives 0.02% (n = 340,000);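 active means phage lysis inhibition, versus mean bacterial control, above a set limit; inconclusive means no clear call, values can overlap the other calls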;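 further: capsule biogenesis inhibitors block K1F phage lysis so surviving cells raise fluorescence; higher fluorescence means more inhibition of phage lysis; actives were called in the ten point dose series up to 300 µM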
# Salmonella PhoP GFP – inhibitors of PhoP regulon expression, primary screen, Salmonella Typhimurium, GFP reporter (AID 1863). S. Typhimurium PhoP-regulated promoter GFP reporter, 4 h; higher % means a stronger effect. inhibition, % at 50 µM, or IC50 in µM where a hit was titrated. actives 0.16% (n = 300,000);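 active means inhibition over 29.93%, a cutoff 3 SD above the screen mean, later confirmed by dose response; inconclusive means inhibition over 29.93% but no dose response follow-up; inactive means inhibition at most 29.93% or unconfirmed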;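 further: 0% = low Mg2+ inducing control and 100% = high Mg2+ repressing control; strong numbers were not always called active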
# NS5 inhibitors – Dengue-2 NS5 methyltransferase inhibitors, primary screen, biochemical, confirmation dose response (AID 588689). Genome polyprotein (Dengue virus type 2 (strain 16681-PDK53)). Dengue-2 NS5 methyltransferase capping enzyme assay, biochemical; higher % means a stronger effect. one-dose inhibition, % at 25 µM; IC50 in µM for titrated hits. actives 0.3% (n = 340,000); in the data active means a potency from the dose series; inconclusive means inhibition above about 29% without an active follow-up result
# GPR35 arrestin U2OS – GPR35 antagonists blocking zaprinast-driven arrestin recruitment, primary screen, imaging, U2OS, beta-arrestin-GFP, zaprinast agonist (AID 2058); actives 0.052% (n = 290,000); U2OS GPR35 beta-arrestin-GFP translocation imaging, zaprinast antagonism; higher % means a stronger effect; inhibition, % at 10 µM, or IC50 in µM where a hit was titrated; G-protein coupled receptor 35 (Homo sapiens);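 active means inhibition of at least 50% with at least 30 cells and total cytoplasm GFP at most 10,000,000; inconclusive means under 30 cells or total GFP of 10,000,000 plus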
# Rac1 GTP hydrolysis – MgcRacGAP GTPase-activating activity inhibitors, confirmation, biochemical, ADP Hunter fluorescence | one-dose inhibition, % at 30 µM; IC50 in µM for titrated hits | MgcRacGAP-stimulated Rac1 GTP hydrolysis, ADP Hunter fluorescence; higher % means a stronger effect; GST-tagged Rac1 F28L mutant substrate | actives 0.6% (n = 340,000) | AID 624330, 2012 | Rac GTPase-activating protein 1 (Homo sapiens);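 active means first-screen hits whose inhibition reached a set limit at any dose in the follow-up dose series; inconclusive means inhibition above the set first-screen limit but never retested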;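 further: fluorescence reports GDP produced by GAP-driven GTP hydrolysis; strong numbers were not always called active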
# RSV CPE inhibition – RSV antiviral activity via CPE protection, HEp-2 cells, primary 10 µM value included (AID 2391). HEp-2 cells, RSV-induced CPE inhibition; higher % means a stronger effect. actives 0.13% (n = 310,000). CPE inhibition, % at 10 µM, or IC50 in µM where a hit was titrated; in the data active means a potency from the dose series; inconclusive means CPE inhibition mostly from about 23% at the one dose, without a potency; inactive means the rest, 99 in 100 with CPE inhibition below about 21%; further: strong numbers were not always called active
# Active calls of the source: *; i = inactive; ? = inconclusive; · = not tested or not shown; [ ] = remark or other dose.
structure	Large T inhibition	HIV fusion peptide	GPR55 LPI antagonism	UTI89 phage lysis	Salmonella PhoP GFP	NS5 inhibitors	GPR35 arrestin U2OS	Rac1 GTP hydrolysis	RSV CPE inhibition
CN1C[C@H](CO)C=C2c3cccc4[nH]cc(c34)C[C@H]21	4.4%	69.3%	-5.1%	7.0%	-1.1%	?	6.3%	9.6%	·
CN1CCN(c2cc(N3CCNCC3)ccc2[N+](=O)[O-])CC1	21.0%	-2.1%	11.8%	14.8%	-6.9%	-8.9%	-2.3%	18.7%	-0.5%
COc1ccc(/C=C2\C(=O)NC(=O)N(Cc3ccccc3)C2=O)c(OC)c1OC	33.3%	9.0%	2.7%	0.0%	-2.7%	21.7%	9.6%	27.8%	1.3%
CCc1ccc(OCC(=O)N2CCN(Cc3ccc4c(c3)OCO4)CC2)cc1	-2.2%	-2.1%	0.5%	0.1%	-1.3%	-3.0%	9.4%	-4.0%	15.6%
COC(=O)C1=C(c2cc3ccccc3o2)C[C@@H]2CC[C@H]1N2C(=O)N1CCC(O)CC1	-5.8%	·	·	2.7%	·	-7.1%	·	6.8%	-0.2%
C=COCCn1c(C)c(C(C)=O)c2cc(O)ccc21	13.8%	-1.8%	13.4%	i	-3.8%	10.7%	11.5%	5.3%	0.9%
O=C(COc1ccc2ccc(=O)oc2c1)N1C[C@H]2C[C@@H](C1)c1cccc(=O)n1C2	·	-0.1%	4.8%	4.3%	·	-7.2%	-13.6%	2.0%	1.8%
CCCCSP1(=S)NCCCO1 (stereo unspecified)	15.2%	2.9%	13.3%	0.8%	-6.4%	2.8%	4.9%	14.1%	-0.2%
Cc1ccc(CN2CCN(Cc3ccccc3F)CC2)cc1	1.2%	1.6%	10.0%	-0.1%	1.0%	0.0%	-12.2%	76.6µM*	-0.5%
CCOC(=O)c1c(C)n(Cc2ccccc2)c2ccc(OCC(O)CN3C(=O)CNC3=O)cc12 (stereo unspecified)	7.9%	0.9%	-3.2%	-0.5%	0.8%	-1.4%	6.1%	2.3%	15.7%
NC(=S)N/N=C/c1coc2ccccc2c1=O	1.7%	0.9%	11.6%	0.2%	13.6%	-6.2%	2.2%	8.4%	8.6%
CC12CN3CN(C1)CC(c1ccccc1)(C3)C2=O	4.9%	2.0%	-3.3%	0.5%	4.3%	-3.9%	-2.6%	9.7%	2.0%
O=C1CN=C(c2ccccc2)c2c(sc3c2CCCC3)N1	3.2%	0.5%	-1.6%	2.6%	-5.4%	-5.2%	-5.9%	-3.5%	0.6%
CCN(CC)P(=O)(c1nccn1C)N(CC)CC	4.3%	2.6%	6.6%	-0.2%	4.6%	0.8%	4.9%	-2.7%	0.4%
Cc1cc(C)cc(NC(=S)NC2CC3CCCC(C2)N3Cc2cccs2)c1 (stereo unspecified)	-3.8%	-4.4%	0.1%	0.7%	-4.0%	0.0%	4.6%	14.0%	1.9%
O=[N+]([O-])c1cccnc1N1CCCNCC1	8.7%	2.2%	-2.0%	0.1%	0.6%	-7.8%	-15.0%	4.7%	-3.2%
Cc1ccc(N2C(=O)/C(=C/c3ccc(CN(CCC#N)S(C)(=O)=O)o3)C(=O)NC2=S)cc1	32.3%	45.4%	9.0%	0.4%	-12.8%	?	1.2%	?	1.4%
CN1CCN(C(=O)COc2ccc(N(C)S(=O)(=O)c3ccc(F)cc3)cc2)CC1	9.4%	0.0%	8.7%	1.8%	0.5%	-6.7%	-17.3%	5.3%	-0.7%
C=C1C(=O)O[C@@H]2C[C@@H](C)[C@@H]3C4OC4C(=O)[C@@]3(C)[C@@H](O)[C@H]12 (stereo partly specified)	28.6%	0.8%	30.8%	-1.3%	6.5%	7.9%	10.6%	16.4%	-4.9%
c1ccc(-c2cc(-c3ccccc3)[n+](-c3ccccc3)c(-c3ccccc3)c2)cc1	10.1%	-1.2%	-4.2%	-0.2%	19.5%	-10.7%	-15.7%	8.2%	5.5%

# Ordered by length of the SMILES (highest first): 3 of the compounds above.
structure	Large T inhibition	HIV fusion peptide	GPR55 LPI antagonism	UTI89 phage lysis	Salmonella PhoP GFP	NS5 inhibitors	GPR35 arrestin U2OS	Rac1 GTP hydrolysis	RSV CPE inhibition
Cc1cc(C)cc(NC(=S)NC2CC3CCCC(C2)N3Cc2cccs2)c1 (stereo unspecified)	-3.8%	-4.4%	0.1%	0.7%	-4.0%	0.0%	4.6%	14.0%	1.9%
CC12CN3CN(C1)CC(c1ccccc1)(C3)C2=O	4.9%	2.0%	-3.3%	0.5%	4.3%	-3.9%	-2.6%	9.7%	2.0%
Cc1ccc(CN2CCN(Cc3ccccc3F)CC2)cc1	1.2%	1.6%	10.0%	-0.1%	1.0%	0.0%	-12.2%	76.6µM*	-0.5%

# Further records
structure	Large T inhibition	HIV fusion peptide	GPR55 LPI antagonism	UTI89 phage lysis	Salmonella PhoP GFP	NS5 inhibitors	GPR35 arrestin U2OS	Rac1 GTP hydrolysis	RSV CPE inhibition
N=Cc1c(O)n(-c2ccccc2)c(=O)n(-c2ccccc2)c1=O	6.6%	-1.0%	4.1%	0.2%	-6.5%	-12.2%	3.9%	6.0%	9.5%
CSc1ccccc1C(=O)C1CCCN(Cc2ccn[nH]2)C1 (stereo unspecified)	5.0%	0.1%	5.9%	0.1%	7.8%	-8.2%	1.2%	4.6%	0.7%
CN(C)CCN=Cc1c(O)n(C2CCCCCC2)c(=O)[nH]c1=O	6.1%	1.7%	-3.2%	0.2%	2.6%	0.0%	-2.7%	5.0%	1.1%
COCCCNC(=O)Cn1cc(/C=C2\C(=O)NC(=O)N(c3ccccc3F)C2=O)c2ccccc21	13.1%	159.0%	27.8%	0.2%	-10.9%	?	3.4%	7.3%	0.1%
C=CCN1C(=O)NC(=O)/C(=C/c2ccc(N(C)C)c(Br)c2)C1=O	11.5%	6.8%	-2.1%	0.4%	3.7%	0.8%	-3.6%	1.3%	3.2%
COC(=O)C1=C(c2cc3ccccc3o2)C[C@@H]2CC[C@H]1N2C(=O)NCc1ccc(F)cc1	9.7%	·	·	-0.4%	-2.2%	-4.8%	·	1.4%	5.4%
CC(C)(C)c1nc(NCc2ccc3c(c2)OCO3)c2nnn(Cc3ccccc3Cl)c2n1	6.5%	-0.7%	4.1%	0.0%	-8.3%	1.4%	6.7%	-0.3%	0.2%
Cc1c(C(=O)N2CCC3(CC2)OCCO3)oc2ccccc12	3.2%	-1.3%	3.9%	0.2%	-9.0%	-6.8%	4.7%	-0.1%	·
CCc1ccc(CN2CCN(Cc3cc(Br)ccc3O)CC2)cc1	17.8%	1.9%	12.3%	-0.7%	-7.1%	-1.5%	-2.8%	25.7%	-0.4%
O=C(O)Cn1cc(C(=O)c2ccccc2F)c2ccccc21	11.6%	-0.7%	10.0%	2.0%	0.8%	-13.5%	-2.2%	5.2%	1.0%
Cc1ccccc1C1=NCC(=O)N(CC(=O)N2CCCCC2)c2sc(C)c(C)c21	8.3%	-2.2%	4.4%	-0.5%	2.6%	3.4%	4.4%	-9.2%	-0.7%
Clc1cccc(N2CCNCC2)n1	6.6%	0.9%	-1.7%	-1.2%	6.1%	-7.3%	-7.4%	8.7%	-1.2%
Cc1cccc(-n2c(O)c(/C=N/NC(=O)c3ccncc3)c(=O)[nH]c2=O)c1	6.5%	0.6%	-7.6%	·	·	·	4.8%	·	1.5%
COc1ccc(C2SCC(=O)Nc3c2c(C)nn3C2CCOC(C)(C)C2)cc1 (stereo unspecified)	11.0%	-0.8%	-0.5%	0.2%	-3.4%	-7.6%	4.5%	0.0%	1.7%
Fc1ccc(CCNCc2ccccc2Cl)cc1	10.5%	0.0%	3.5%	3.8%	3.0%	-0.7%	-14.8%	6.2%	-1.5%
N[C@@H](Cc1ccccc1)C(=O)N1C[C@H]2C[C@@H](C1)c1cccc(=O)n1C2	·	-0.5%	4.5%	5.8%	·	0.7%	-8.3%	-5.0%	0.5%
COc1ccc(-n2c(=O)[nH]c3ccccc3c2=O)cc1	29.8%	0.1%	11.1%	2.9%	-6.2%	0.0%	-9.5%	9.5%	0.5%
CN(C)C(=O)Oc1ccc(OC(=O)N(C)C)cc1	1.2%	2.6%	5.4%	0.2%	23.2%	-1.1%	4.9%	3.9%	1.4%
C=CCN1C(=O)NC(=O)/C(=C/c2ccc(OC)c(COc3ccc(NC(C)=O)cc3)c2)C1=O	?	3.1%	-13.3%	-0.6%	-9.2%	-7.0%	11.2%	13.1%	8.0%
CCOC(=O)c1c(C)n(Cc2ccccc2)c2ccc(OCC(O)Cn3nc(C)nc3C)cc12 (stereo unspecified)	13.6%	-0.3%	2.3%	-0.1%	15.4%	1.4%	-9.0%	8.2%	2.3%
CCCCn1c(C)c(C(=O)O)c2cc(OC)c3ccccc3c21	20.8%	2.1%	-0.3%	0.0%	2.5%	3.2%	-8.9%	4.6%	4.2%
O=[N+]([O-])c1ccc(N2CCNCC2)cc1NC1CC1	1.6%	-1.6%	4.9%	·	4.2%	·	-5.4%	·	9.8%
COc1cccc(CN2CCCC(C(=O)c3ccccc3SC)C2)c1O (stereo unspecified)	14.5%	-0.5%	2.7%	0.2%	-8.1%	-10.3%	-2.6%	10.5%	1.4%
FC(F)(F)C1=NC(C(F)(F)F)=NP(N2CCOCC2)(N2CCOCC2)=N1	4.2%	1.5%	4.9%	0.5%	1.2%	-0.8%	0.8%	2.6%	1.0%
CCCCP(=O)(O)c1ccccc1	10.9%	2.2%	7.2%	0.2%	-4.2%	2.9%	-5.6%	6.5%	-1.3%
COC(=O)C1=C(c2ccc(C(C)=O)cc2)C[C@@H]2CC[C@H]1N2C(=O)NC1CCCCC1	·	·	·	0.2%	·	-4.1%	·	2.8%	-0.4%
Cc1c(C(=O)N2CCC3(CC2)OCCO3)oc2ccc(S(=O)(=O)N3CCCCC3)cc12	12.7%	0.2%	-0.5%	0.5%[50 µM]	11.2%	0.0%	0.6%	8.1%	2.6%
CN1CCc2cc3c(cc2[C@H]1[C@@H]1OC(=O)c2c1ccc1c2OCO1)OCO3	25.1%	·	·	1.8%	-3.9%	-5.2%	·	0.5%	0.6%

# Source: PubChem BioAssay (several laboratories)

# The list is partial, so the mix of outcomes need not match the whole.
